Glyco luc inh = N-linked glycosylation inhibition; D54 ERlucT glycosylation luciferase reporter, 24 h; percent of 100 nM tunicamycin response; reporter increase, % at 12.5 µM; 360,000 compounds, 0.23% hits;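 active = mean luciferase reporter signal, scaled so untreated is 0 and the glycosylation-blocking control 100, at or above a set limit in every replicate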;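 note: luciferase carries N-glycosylation sites so blocking glycosylation raises the light; 0% = median of neutral control wells and 100% = median of 100 nM tunicamycin wells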
m5-HT2A agonist = agonists of mouse serotonin 5-HT2A receptor (HTR2A) | P35363 | CHO-K1 mHTR2A beta-arrestin complementation, luminescence; percent of 30 µM serotonin response | activation, % at 7.6 µM | 360,000 compounds, 0.66% hits;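 active = activation above a run cutoff, the mean activation of all tested compounds plus 3 SD, cut at about 14% in these data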;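 note: 0% = plate median of compound wells and 100% = 30 µM serotonin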
Target sequence (P35363 whole entry, looked up): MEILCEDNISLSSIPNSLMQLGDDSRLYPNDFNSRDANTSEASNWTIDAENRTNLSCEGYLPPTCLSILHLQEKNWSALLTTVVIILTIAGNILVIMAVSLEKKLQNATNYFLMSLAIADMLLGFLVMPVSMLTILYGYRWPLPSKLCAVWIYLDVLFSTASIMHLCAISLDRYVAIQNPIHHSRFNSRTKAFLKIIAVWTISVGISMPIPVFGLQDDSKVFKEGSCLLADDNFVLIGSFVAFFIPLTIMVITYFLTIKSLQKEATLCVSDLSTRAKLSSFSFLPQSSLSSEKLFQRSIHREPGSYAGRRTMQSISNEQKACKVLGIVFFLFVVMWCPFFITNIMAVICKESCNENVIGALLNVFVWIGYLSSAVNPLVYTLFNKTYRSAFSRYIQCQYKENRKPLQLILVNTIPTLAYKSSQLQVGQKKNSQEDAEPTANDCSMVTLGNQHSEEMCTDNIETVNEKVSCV
CaV13 FRET inh = Primary screen for inhibitors of IQ motif and Ca2+-dependent inactivation inhibitor domain binding in CACNA1D, Förster resonance energy transfer in living cells, …; HEK cells, CFP/YFP FRET ICDI-IQ, plate reader, 10 min; percent FRET-ratio fall versus neutral wells; inhibition, % at 12.3 µM; 340,000 compounds, 0.098% hits;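 active = mean replicate inhibition of at least 30% and at least 1% of replicates passing that level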;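 note: 0% = median of the neutral control wells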
ABCB6 inh 2 = inhibitors of human ABC transporter ABCB6. Q9NP58. K562-ABCB6 porphyrin accumulation, flow cytometry, 1 h; hits give low values. fluorescence ratio to DMSO, % at 10 µM. 360,000 compounds, 0.19% hits. AID 602162;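 active = fluorescence ratio to DMSO below 75%, the collection mean minus 3 SD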;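 note: signal is porphyrin accumulated inside mitochondria; 100% equals median channel fluorescence of DMSO control wells; lower ratio means ABCB6 inhibition with less porphyrin fluorescence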
Vif imaging = HIV Vif inhibition; inhibition, % at 7.49 µM; 340,000 compounds, 0.35% hits; HEK293T cells, Vif self-association by quenched fluorescence, imaging, 24 h; in the data active = inhibition above about 50%, passing the limit was not always enough; note: some results filed as inactive read as strong as hits
MC4R barr agon = activates human MC4R beta-arrestin recruitment. P32245. AID 540308. 360,000 compounds, 0.98% hits. activation, % at 8.9 µM. U2OS MC4R beta-arrestin complementation, luminescence; percent of melanotan II response, DMSO zero;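 active = activation above a per-plate cutoff, the mean activation of sample wells on that plate plus 3 SD, cut at about 8% in these data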
Target sequence (P32245 whole entry, looked up): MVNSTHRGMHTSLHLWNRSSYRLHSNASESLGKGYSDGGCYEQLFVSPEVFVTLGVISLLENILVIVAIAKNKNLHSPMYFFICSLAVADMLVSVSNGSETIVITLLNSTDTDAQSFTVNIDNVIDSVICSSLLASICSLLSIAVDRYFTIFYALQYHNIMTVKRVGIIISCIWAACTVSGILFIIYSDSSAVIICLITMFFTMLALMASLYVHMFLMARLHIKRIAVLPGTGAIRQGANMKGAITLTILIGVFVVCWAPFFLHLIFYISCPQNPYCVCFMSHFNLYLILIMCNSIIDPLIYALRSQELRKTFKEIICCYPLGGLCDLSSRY
PDI turbidity = inhibitors of human protein disulfide isomerase. PDI insulin aggregation turbidity, A650, 90 min. 350,000 compounds, 0.052% hits. P07237. inhibition, % at 10 µM. AID 588391;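 active = mean inhibition across replicates of 30% or more, whatever share of single replicates reach that level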;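 note: absorbance from insulin aggregation driven by PDI reduction with DTT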
aDG glyco act = increases alpha dystroglycan glycosylation | 360,000 compounds, 0.22% hits | Pro5-aDG cells, alpha-DG glycosylation AlphaScreen (IIH6); 0% Pro5, 100% B10-LARGE cell signal | activation, % at 10 µM | AID 624168;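 active = activation of at least 8% versus controls, or a plate z-score of at least 8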;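 note: Pro5 are CHO cells carrying HIG-tagged alpha-DG that lacks glycosylation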
MC4R antag cAMP = antagonists of human melanocortin 4 receptor (MC4R); P32245; AID 540295; 360,000 compounds, 0.48% hits; inhibition, % at 6.5 µM; MC4R-expressing cells, MTII-stimulated cAMP, LANCE TR-FRET;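 active = inhibition above its plate's cutoff, the mean of tested wells on that plate plus 3 SD, cut at about 29% in these data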;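 note: 0% = Melanotan II alone and 100% = Melanotan II plus saturating MCL0020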
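Material – human MC4R-expressing U2OS cells · Repeats – no replicates · Detection – TR-FRET with Eu-cAMP and labeled anti-cAMP, 671 nm · Times – compound 30 min, challenge 1 h, detection 1 h · Compound – single nominal compound dose of 6.5 µM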
H9c2 protect = myocardial damage modulation in H9c2 cells; AID 588492; 360,000 compounds, 0.63% hits; protection from H2O2 cell death, % at 20 µM; H9c2 cardiomyocytes, H2O2 injury protection, ATPLite, 2 h;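 active = compounds giving at least 50% protection of heart cells from peroxide-induced death in the single-dose screen, raw or plate-pattern-corrected value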;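 note: 0% = DMSO wells with peroxide and 100% = DMSO wells without peroxide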
* marks the source's active call; other numbers are inactive results; · = no result given. Not a hit list; 3.6% or so of the library scored in one or more.

item	SMILES	Glyco luc inh	m5-HT2A agonist	CaV13 FRET inh	ABCB6 inh 2	Vif imaging
1	CCC(=O)N1CCc2cc(S(=O)(=O)CCC(=O)NCc3ccccc3OC)ccc21	2	8	-5	106	-1
2	CCC(O)(CC)C(=O)NN(C(=O)CCl)c1ccccc1	-2	4	-3	98	4
3	CSCCC(NC(=O)c1ccccc1Br)C(=O)NCC1CCCCC1 (stereo not drawn)	0	-1	·	100	3
4	Cc1cccc(/C(N)=N/OC(=O)c2ccco2)c1	-15	1	-5	91	-7
5	Cc1ccc(-n2nnnc2CNC(=O)c2ccc3c(c2)OCO3)cc1C	1	5	-7	97	-4
6	C#CCOCCOCCOCCNc1nc(N2CCOCC2)nc(N2CCN(C(=O)Cn3cc(CCCN=C(N)N)nn3)CC2)n1	-1	6	-4	93	-3
7	COc1cccc(CC(=O)OCC(=O)NNC(=O)c2ccc([N+](=O)[O-])cc2)c1	0	-2	·	97	1
8	CSc1cccc(CN2CCC(n3nccc3NC(=O)C3CC3)CC2)c1	-1	2	-3	96	-6
9	CCc1ccc(C(=O)Nc2ccc(OC)c(S(=O)(=O)N3CCOCC3)c2)cc1	-5	-4	-5	98	12
10	CCOC(=O)c1cnc(SCC(=O)N2CCc3ccccc32)nc1N	3	-2	·	101	5
11	COCCn1c(C)cc(C(=O)COc2cccnc2[N+](=O)[O-])c1C	-4	4	-5	100	8
12	O=C(COC(=O)c1ccc[nH]c1=O)c1ccc(Cl)s1	0	3	-6	117	2
13	CCN(CC)CC(=O)N1c2ccccc2CCc2ccc(NC(=O)c3cc(OC)c(OC)c(OC)c3)cc21	2	-2	-6	102	-2
14	CC(=O)/C(=N\Nc1ccccc1)Sc1nncn1C	1	3	-3	96	-9
15	CC1(c2ccc3ccccc3c2)CCC(=O)O1 (stereo not drawn)	1	-2	-6	93	4

item	MC4R barr agon	PDI turbidity	aDG glyco act	MC4R antag cAMP	H9c2 protect
1	-2.0	-2	-0.1	-4	0
2	-1.2	9	0.3	3	7
3	1.4	-2	0.2	4	5
4	0.0	-4	-0.2	-1	-21
5	0.2	12	-0.1	6	0
6	-2.4	-1	0.0	0	1
7	-1.8	1	0.2	14	4
8	-2.3	-4	0.0	0	0
9	-1.2	-2	0.1	8	5
10	-1.5	2	0.4	4	-7
11	-2.1	1	0.0	-2	-4
12	-3.1	-3	2.6	4	-2
13	3.5	5	0.0	21	7
14	-2.0	1	0.0	5	9
15	-0.1	-6	0.0	-4	-3

Carrying on.
item	SMILES	Glyco luc inh	m5-HT2A agonist	CaV13 FRET inh	ABCB6 inh 2	Vif imaging
16	CCOC(=O)C1(Cc2ccccc2C#N)CCCCC1=O (stereo not drawn)	0	11	-9	91	18
17	CCOC(=O)c1c(OCC)[nH]c2ccc(O)cc12	·	2	-4	89	·
18	CCOC(=O)CSc1nnc(NC(=O)CN2CCCCC2)s1	3	-1	-19	99	·
19	CCCCn1nc(C(=O)NNC(=O)c2ccncc2)c2ccccc2c1=O	2	0	·	96	-11
20	Cc1[nH]c(=O)[nH]c(=O)c1/C=N/NC(=O)[C@@H](N)CC(C)C	3	1	-13	95	-2
21	CCN(CC)CCCNC(=O)C(C)Sc1nc(-c2ccccc2)cc(C(F)(F)F)n1 (stereo not drawn)	-1	-7	-3	102	-1
22	Cc1ccc2oc(=O)c3cc(C(=O)NCCCN4CCCCCC4)sc3c2c1	1	-11	-6	94	-4
23	Cc1ccc(C)c(OCCOCCN2CC(C)OC(C)C2)c1C (stereo not drawn)	1	3	-4	93	1
24	COc1ccccc1NC(=O)c1ccc(NC(=O)CSc2ncn[nH]2)cc1	4	5	-5	246	0
25	N#Cc1cccc(C(Br)S(=O)(=O)c2ccccc2)c1 (stereo not drawn)	1	-2	-7	95	18
26	COc1ccc(OC2C(=O)N(c3ccc(F)cc3)C2c2ccc(OC)c(OC)c2)cc1 (stereo not drawn)	-4	1	-8	103	3
27	CCOC(=O)CSc1nc2ccccc2n2c(C)nnc12	2	-3	-18	106	·
28	Cc1ccc(C2(C)NC(=O)N(CC(=O)N3CCc4ccccc43)C2=O)cc1 (stereo not drawn)	0	-1	-14	99	3
29	Cc1ccc(C)c(OCc2cc(C(=O)N3CCN(c4ccccc4)CC3)no2)c1	1	-6	-6	96	10
30	Cn1ccc2c(-c3ccc(C(F)(F)F)cc3)cc3c(c21)C1CCC3C1 (stereo not drawn)	-2	2	-6	89	·

item	MC4R barr agon	PDI turbidity	aDG glyco act	MC4R antag cAMP	H9c2 protect
16	-0.3	-1	0.0	0	3
17	-1.1	3	-0.1	-2	-7
18	0.6	1	-0.1	-1	-4
19	-3.7	-13	0.2	10	7
20	1.1	5	0.1	19	-4
21	1.7	-3	0.0	14	3
22	-0.8	-18	-0.1	3	11
23	-0.2	-2	0.4	7	1
24	-0.9	-25	0.4	4	12
25	-0.8	-9	-0.5	11	5
26	0.4	5	0.3	3	17
27	-1.6	2	-0.1	-9	-2
28	-0.2	-3	-0.1	-4	-1
29	0.0	1	-0.1	4	-7
30	·	·	0.2	·	-7

An excerpt from above in order of the CaV13 FRET inh value, ascending:
item | compound | CaV13 FRET inh
16 | CCOC(=O)C1(Cc2ccccc2C#N)CCCCC1=O (stereo not drawn) | -9
30 | Cn1ccc2c(-c3ccc(C(F)(F)F)cc3)cc3c(c21)C1CCC3C1 (stereo not drawn) | -6
21 | CCN(CC)CCCNC(=O)C(C)Sc1nc(-c2ccccc2)cc(C(F)(F)F)n1 (stereo not drawn) | -3

Single records, from the list above. Values in the order: Glyco luc inh, m5-HT2A agonist, CaV13 FRET inh, ABCB6 inh 2, Vif imaging, MC4R barr agon, PDI turbidity, aDG glyco act, MC4R antag cAMP, H9c2 protect
COc1ccccc1NC(=O)c1ccc(NC(=O)CSc2ncn[nH]2)cc1 is listed with 4, 5, -5, 246, 0, -0.9, -25, 0.4, 4, 12
N#Cc1cccc(C(Br)S(=O)(=O)c2ccccc2)c1 (stereo not drawn) is listed with 1, -2, -7, 95, 18, -0.8, -9, -0.5, 11, 5

The list goes on.
item	SMILES	Glyco luc inh	m5-HT2A agonist	CaV13 FRET inh	ABCB6 inh 2	Vif imaging
31	Cc1ccc(NC(=O)CSCC(=O)NCc2ccco2)cc1	-1	-1	-5	94	3
32	Cc1cccc(NC(=O)C2CC(=O)N(Cc3ccccc3)C2)n1 (stereo not drawn)	3	1	-2	98	·
33	Cc1cc(-c2ccccc2)nc(SCC(=O)N2CCCC2)n1	-5	0	-7	101	-7
34	COCc1cc(=O)[nH]c(SC)n1	2	-7	-21	99	-5
35	CCOc1ccc(NC(=S)Nc2ccc(F)cc2)cc1	1	-1	-7	93	-1
36	CCCCCNC(=O)Cc1cc(=O)[nH]c(=O)[nH]1	-1	0	-5	106	-6
37	Cc1cc(C)c(C)c(S(=O)(=O)N2CCN(c3ccccn3)CC2)c1C	-3	-5	-3	107	-9
38	COc1ccc(-c2nnc(NC(=O)CS(=O)(=O)c3ccc(F)cc3)o2)cc1	0	1	-3	102	3
39	Cc1cc(C(=O)NCc2ccccc2Cl)n(-c2ccccc2)n1	0	-3	2	85	-11
40	CCc1nnc(NC(=O)CCc2ccc(C)o2)s1	0	1	-3	98	0
41	c1cc2c(cc1-c1cnc3n1CCC3)OCCO2	-1	3	-8	98	11
42	C#CCOCCOCCOCCNc1nc(N2CCN(C(=O)[C@H](CCCCN)n3cc([C@@H](N)CC(C)C)nn3)CC2)nc(N2CCN(C(=O)[C@H](CCCCN)n3cc([C@@H](N)CC(C)C)nn3)CC2)n1	3	3	·	99	-3
43	COC(=O)C1=C[C@@H](C(=O)OC)[C@@H]2C3=C(C(=O)[C@]2(C)NC(=O)c2ccccc2)[C@H](C)n2c(=O)n(-c4ccccc4)c(=O)n2[C@@H]3C1	-1	-3	-10	102	0
44	COCCN1C(=O)c2cc(C(=O)Nc3cccc(F)c3)ccc2C1Nc1cccc(F)c1 (stereo not drawn)	1	5	-6	97	·
45	O=C(Nc1ccc(S(=O)(=O)N2CCCCCC2)cc1)C1CCCO1 (stereo not drawn)	·	4	-5	94	·

item	MC4R barr agon	PDI turbidity	aDG glyco act	MC4R antag cAMP	H9c2 protect
31	-3.4	-12	0.0	2	0
32	-0.2	1	-0.1	0	2
33	-2.5	-4	0.2	-6	-7
34	-1.7	-2	-0.2	0	1
35	-1.9	-1	0.0	2	-1
36	-2.0	·	-0.2	11	1
37	-2.1	-3	-0.1	-4	-5
38	-1.0	-4	0.1	18	6
39	1.6	-1	0.1	-6	2
40	-0.7	-5	-0.1	9	3
41	-0.1	-3	-0.3	-8	-9
42	-1.5	-2	-0.2	-1	2
43	-0.4	2	0.1	6	5
44	4.0	·	-0.2	-4	-1
45	-0.6	-7	-0.4	1	1

The results go on.
item	SMILES	Glyco luc inh	m5-HT2A agonist	CaV13 FRET inh	ABCB6 inh 2	Vif imaging
46	O=C(Nc1cccnc1N1CCOCC1)c1cc2ccccc2oc1=O	0	2	1	89	-10
47	COc1cc(OC)cc(C(=O)NNC(=S)NC(=O)c2cccnc2)c1	3	1	-5	106	-5
48	COCCCNC(=S)N1CCN(C(c2ccccc2)c2ccccc2)CC1	0	-9	-6	100	-11
49	Cc1nnc2c(N3CCN(CCO)CC3)nc3ccccc3n12	3	1	-2	102	33

item	MC4R barr agon	PDI turbidity	aDG glyco act	MC4R antag cAMP	H9c2 protect
46	-0.8	8	0.7	-4	19
47	-0.8	-3	-0.1	0	6
48	2.0	12	0.1	11	-2
49	-2.7	-6	0.1	-1	2

Bioassay records (PubChem)
